# From PubChem
# p-CIP stab down: compounds decreasing mouse p/CIP protein stability; F442A p/CIP-EGFP cells, EGFP fluorescence, 16 h; 0.01% of 290,000 active; decrease of EGFP signal, % at 10 µM; AID 1984; Q05BA5;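 active means EGFP signal decrease of at least 30% at 10 µM or well 3 SD below plate mean, unless failing retest; inactive means the rest, including hits failing retest or dose response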; further: some compounds called inactive have numbers as strong as hits; many of its hits are not listed in these tables
# UBC9 SUMO inh: blocks human SUMOylation mediated by UBC9; P63279; HTRF SUMOylation assay, SAE1/SAE2 + UBC9, in vitro; inhibition, % at 35 µM; 0.36% of 290,000 active; in the data active means inhibition above about 50%, passing the limit was not always enough; further: strong numbers were not always called active
# NS3 helicase inh: blocks Hepatitis C virus NS3 helicase unwinding; NS3 helicase DNA unwinding, Cy5 molecular beacon fluorescence; inhibition, % at 10.9 µM; 0.56% of 290,000 active;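 active means inhibition above the mean of all tested compounds plus 3 SD, set per campaign, cut at about 35% in these data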;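 further: 0% = DMSO wells and 100% = thioflavine S control wells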
#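 assay system = NS3 helicase fragment of HCV | buffer or medium = MOPS pH 6.5, MgCl2, DTT, Tween20, BSA | timing = 60 min unwinding reaction at 25 °C after ATP addition | signal = Cy5 beacon fluorescence read at start and 1 h | read-out basis = % inhibition of unwinding | control set = low DMSO, high thioflavine S at 110 µM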
# MEKK3 PB1 HTS: modulators (inhibitors or enhancers) of MEK5 binding to human MEKK3 PB1 domain; bead-based flow cytometry, Alexa488-MEK5 binding to MEKK3; actives lie on both sides; 0 = blocked by unlabeled MEK5, 100 = vehicle; binding response (% of control), % at 10 µM; Q99759; 1.4% of 290,000 active;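 active means binding response more than 3 SD above or below the average of its plate-row segment, actives on both sides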;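 further: Alexa488 bead fluorescence after subtracting the streptavidin-only scavenger bead signal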
# IMP-1 inh: blocks Pseudomonas aeruginosa IMP-1 metallo-beta-lactamase. inhibition, % at 5.6 µM. purified IMP-1, nitrocefin hydrolysis, epi-absorbance fluorescence. 0.45% of 290,000 active;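 active means inhibition above the mean plus 3 SD of all compounds in the same screening run, cut at about 4.5% in these data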;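 further: 0% = IMP-1 with DMSO and 100% = DMSO wells lacking enzyme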
#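 assay system = purified recombinant IMP-1 metallo-beta-lactamase enzyme | schedule = 15 min preincubation plus 25 min reaction at 25 °C | signal = Epi-absorbance fluorescence, 480 nm excitation, 530 nm emission | read-out basis = percent inhibition from optical density relative to buffer-blank wells | controls = IMP-1 with DMSO as 0%, enzyme-free DMSO as 100%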
# IDE act: boosts human insulin-degrading enzyme activity in HEK cells. FAbeta-B cleavage, fluorescence polarization; 0% vehicle, 100% cell-free pure enzyme wells. activation, % at 5.96 µM. 0.073% of 340,000 active. AID 493087;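 active means activation above the mean of all tested compounds plus 3 SD, set per screening campaign, cut at about 17% in these data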
# Target sequence (P14735 whole entry, looked up): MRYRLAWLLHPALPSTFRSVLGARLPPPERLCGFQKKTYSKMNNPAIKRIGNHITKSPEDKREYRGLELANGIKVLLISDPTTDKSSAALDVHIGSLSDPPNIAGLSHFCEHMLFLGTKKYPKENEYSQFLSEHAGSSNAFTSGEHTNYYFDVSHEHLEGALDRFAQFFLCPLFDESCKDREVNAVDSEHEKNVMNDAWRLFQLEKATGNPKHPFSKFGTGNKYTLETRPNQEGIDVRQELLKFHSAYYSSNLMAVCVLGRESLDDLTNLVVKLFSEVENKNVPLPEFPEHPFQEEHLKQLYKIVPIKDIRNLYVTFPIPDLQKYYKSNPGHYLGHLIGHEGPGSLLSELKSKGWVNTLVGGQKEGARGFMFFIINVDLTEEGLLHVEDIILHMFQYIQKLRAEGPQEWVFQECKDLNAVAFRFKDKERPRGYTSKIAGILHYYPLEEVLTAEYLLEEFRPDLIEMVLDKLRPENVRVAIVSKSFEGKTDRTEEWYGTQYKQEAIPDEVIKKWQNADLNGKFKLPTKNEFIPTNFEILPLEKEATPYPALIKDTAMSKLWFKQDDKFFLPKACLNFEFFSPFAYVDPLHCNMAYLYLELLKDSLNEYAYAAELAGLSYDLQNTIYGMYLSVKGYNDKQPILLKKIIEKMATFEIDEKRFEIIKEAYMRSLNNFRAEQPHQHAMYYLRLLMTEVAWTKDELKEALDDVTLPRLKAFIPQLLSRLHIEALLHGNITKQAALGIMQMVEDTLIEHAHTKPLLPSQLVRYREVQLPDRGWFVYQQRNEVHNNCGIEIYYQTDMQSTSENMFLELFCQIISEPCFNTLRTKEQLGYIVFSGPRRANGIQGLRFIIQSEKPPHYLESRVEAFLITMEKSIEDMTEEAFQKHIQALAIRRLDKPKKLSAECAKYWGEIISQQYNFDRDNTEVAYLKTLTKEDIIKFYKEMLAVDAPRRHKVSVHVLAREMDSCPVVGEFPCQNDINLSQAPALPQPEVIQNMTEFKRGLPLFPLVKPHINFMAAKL
# VIM-2 inhibitor: blocks Pseudomonas aeruginosa VIM-2 metallo-beta-lactamase; purified VIM-2, nitrocefin hydrolysis, epi-absorbance fluorescence; inhibition, % at 5.6 µM; 0.89% of 290,000 active;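 active means inhibition above the mean of all tested compounds plus 3 SD, cutoff set per screening run, cut at about 7.5% in these data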;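 further: red hydrolysis product quenches plate fluorescence so inhibitors raise well fluorescence; 0% = enzyme with DMSO and 100% = DMSO without enzyme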
# FID counter: counter-screen for HCV NS3 helicase inhibitors: DNA intercalator displacement | 0.17% of 290,000 active | AID 1845 | inhibition, % at 7.9 µM | DNA fluorescent intercalator displacement, fluorescence; in the data active means inhibition above about 37%;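 further: 0% = vehicle and 100% = reference compound; higher means more ethidium bromide displaced from hairpin DNA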
# PHOSPHO1 block: inhibitors of human PHOSPHO1 phosphatase; Q8TCT1; recombinant PHOSPHO1, absorbance phosphatase assay; inhibition, % at 13.3 µM; 1.1% of 290,000 active; AID 1565; in the data active means inhibition above about 60%
# Numbers without * were called inactive; . = not tested or not shown.
# Start of the data: the first three compounds, to show the layout:
cpd	Structure	p-CIP stab down	UBC9 SUMO inh	NS3 helicase inh	MEKK3 PB1 HTS	IMP-1 inh
1	CC(C)CCNC(=O)CN(CC1CCCO1)C(=O)CCC(=O)Nc1ccccn1 (stereo not given)	-14	4	5	102	-2.5
2	O=C(NC1CC1)c1ccc(Cl)c(S(=O)(=O)N2CCOCC2)c1	-7	-8	4	97	-1.9
3	CCOc1ccccc1OCC(=O)N/N=C(\C)Cc1ccc(OC)cc1	-10	-2	5	97	0.7

cpd	IDE act	VIM-2 inhibitor	FID counter	PHOSPHO1 block
1	4	1.7	-23	-3
2	-3	-0.7	-4	6
3	2	-3.5	-7	-7

# Results, repeating the preview:
cpd	Structure	p-CIP stab down	UBC9 SUMO inh	NS3 helicase inh	MEKK3 PB1 HTS	IMP-1 inh
1	CC(C)CCNC(=O)CN(CC1CCCO1)C(=O)CCC(=O)Nc1ccccn1 (stereo not given)	-14	4	5	102	-2.5
2	O=C(NC1CC1)c1ccc(Cl)c(S(=O)(=O)N2CCOCC2)c1	-7	-8	4	97	-1.9
3	CCOc1ccccc1OCC(=O)N/N=C(\C)Cc1ccc(OC)cc1	-10	-2	5	97	0.7
4	CCc1nccn1-c1cc(C(C)(C)C)nc2c(-c3ccc(Cl)cc3)cnn12	-3	-1	4	151*	0.5
5	Cc1c2cnn(CC(=O)NCCCN3CC(C)CC(C)C3)c(=O)c2c(C)n1Cc1ccc(Cl)cc1 (stereo not given)	0	6	-52	98	0.4
6	CN(C)C(=O)N1CCCC(C(=O)NCc2ccccc2Cl)C1 (stereo not given)	-3	2	2	103	-2.0
7	Cc1nc2c(C(=O)NCc3cccs3)cnn2c(C)c1Cc1ccc(F)cc1	-10	20	6	107	-3.1
8	O=C(COc1ccccc1Cl)Nc1cc(NC(=O)COc2ccccc2Cl)cc(C(=O)O)c1	-11	1	22	106	-3.3
9	CC1CCN(C(=O)C2CCN(S(=O)(=O)c3cccc4nsnc34)CC2)CC1	-2	1	12	101	-4.1
10	Cc1nc(SCC(=O)Nc2ccc(OCc3ccccc3)cc2)n[nH]1	3	-2	-21	102	-2.3
11	O=C(COc1cc(O)c2c(=O)cc(-c3ccccc3)oc2c1)c1cccc([N+](=O)[O-])c1	-8	16	-2	102	-0.9
12	COc1ccc2cc(/C=N/NC(=O)c3ccc(CN(c4ccc(C)c(C)c4)S(C)(=O)=O)cc3)c(Cl)nc2c1	-1	1	-1	99	-2.5
13	CC(=O)NCCc1nc2ccccc2n1Cc1ccccc1	2	10	-2	107	2.5
14	CCC(=O)Nc1ccc(C(=O)NNC(=O)c2ccc(C)cc2)cc1	-3	8	-1	102	-0.7
15	Cc1nnc(NC(=O)CSc2nnc(Cc3cccn3C)n2C)s1	-9	-2	-9	98	0.6

cpd	IDE act	VIM-2 inhibitor	FID counter	PHOSPHO1 block
1	4	1.7	-23	-3
2	-3	-0.7	-4	6
3	2	-3.5	-7	-7
4	5	0.2	3	-1
5	2	3.1	37*	38
6	6	-0.9	-11	46
7	.	-3.9	-8	-15
8	2	-1.9	-19	24
9	2	-2.2	-2	-1
10	-2	-3.5	-4	6
11	0	-0.7	3	-2
12	4	-7.8	-10	-1
13	6	-0.5	-8	-7
14	8	-2.2	-4	29
15	3	-0.1	-16	46

# (cont.)
cpd	Structure	p-CIP stab down	UBC9 SUMO inh	NS3 helicase inh	MEKK3 PB1 HTS	IMP-1 inh
16	CCN(CC)CCNC(=O)c1ccc(NC(=O)/C=C/c2ccc3ccccc3n2)cc1	-16	5	-33	87	0.1
17	O=C(c1ccc2c3n(nc2c1)-c1ccccc1CO3)N1CCCCC1	0	-6	.	108	.
18	Cc1ccc(C(=O)/C=C/Nc2cccc(O)c2)cc1	-12	10	3	106	-2.2
19	Cc1ccc(N2CCN(CC(O)COC3CCCCC3)CC2)cc1 (stereo not given)	-10	5	2	96	-2.2
20	O=C(CC(=O)NC1CCCCC1)N/N=C/c1ccccc1Cl	0	11	4	97	-3.1
21	O=S(=O)(c1ccc(NC2CCCCC2)cc1)N1CCOCC1	-6	19	6	105	-5.5
22	Cc1ccc(C(=O)NCC(=O)NC23CC4CC(CC(C4)C2)C3)cc1	-4	-7	-5	98	-3.7
23	CCOC(=O)c1ccc(NC(=O)c2nc[nH]c2C(=O)N2CCC(C)CC2)cc1	-1	-2	.	77	.
24	CC1(C)C2CCC1(C)C(NC(=O)/C=C/c1ccccc1)C2 (stereo not given)	-2	-11	-7	105	-1.2
25	CN(C(=O)COC(=O)c1ccc(-c2ccc(O)cc2)cc1)C1CCS(=O)(=O)C1 (stereo not given)	-4	-22	-17	101	-2.5
26	Cc1cccn2c(=O)c3cc(C(=O)NCCCOC(C)C)sc3nc12	-7	22	2	105	-4.9
27	CC1C(=O)N(Cc2cccc(F)c2)c2ccccc2N1C(=O)c1ccccc1 (stereo not given)	-13	16	-10	105	-1.4
28	CC(=O)Nc1cccc(NC(=O)C2CCCN2C(=O)Nc2ccc(C)cc2)c1 (stereo not given)	2	-20	10	92	-2.4
29	COc1cccc(CC(=O)Nc2nc(-c3ccc(F)c(F)c3)cs2)c1	-5	-20	-8	104	-5.0
30	CC(C)N1C(=O)S/C(=C/c2cccnc2)C1=O	0	-2	5	101	-3.0

cpd	IDE act	VIM-2 inhibitor	FID counter	PHOSPHO1 block
16	-6	0.3	20	25
17	-1	.	.	18
18	16	-2.3	-9	22
19	5	-2.3	-5	-11
20	2	-4.3	-2	-4
21	9	-6.1	-15	-18
22	5	-1.5	-32	-5
23	-3	.	.	34
24	6	0.4	-23	-12
25	4	-2.1	-3	7
26	-1	18*	-26	42
27	0	0.5	-35	26
28	1	0.9	3	9
29	-5	-2.4	-9	15
30	6	-2.6	-1	45

# (continued)
cpd	Structure	p-CIP stab down	UBC9 SUMO inh	NS3 helicase inh	MEKK3 PB1 HTS	IMP-1 inh
31	Cc1cc(=O)[nH]c(/N=C(/NC(=O)c2ccccc2)Nc2ccc3c(c2)OCCO3)n1	.	.	-6	.	-2.7
32	CC(=O)c1c(O)c2ccccc2n(C2CCCCC2)c1=O	-1	-5	13	99	-1.2
33	Cc1cc(=O)[nH]c(SCC(=O)NN(c2ccccc2)c2ccccc2)n1	0	2	-9	86	0.5
34	O=C(Nc1cnn(Cc2ccc(Cl)c(Cl)c2)c1)C12CC3CC(CC(C3)C1)C2	-5	-2	-3	103	-2.5
35	COc1ccccc1C(=O)NCC1(c2ccccc2)CCCC1	-8	-13	2	79	-3.9
36	COc1cc(OC)c2ccc(=O)oc2c1C(CC(=O)N1CCCC1)c1ccc2c(c1)OCO2 (stereo not given)	-6	14	.	119	.
37	Cc1cc(=O)oc2cc(OCC(=O)NCCCn3ccnc3)ccc12	0	3	-1	104	-2.9
38	COc1ccccc1NC(=O)/C=C/c1ccc(OC)c(S(=O)(=O)N2CCOCC2)c1	-6	19	-6	.	-2.4
39	O=C(Nc1ccc(C(=O)N2CCOCC2)cc1)c1ccc([N+](=O)[O-])cc1	-3	10	7	105	-1.4
40	CN1CCC(N(C)S(=O)(=O)c2ccc(F)cc2F)CC1	2	-23	-3	98	-0.1
41	Oc1ccccc1-c1nnc(COc2ccccc2)o1	0	14	-4	102	-7.7
42	O=C(Nc1ccc(-c2ccc([N+](=O)[O-])cc2)cc1)c1ccccc1F	0	6	7	93	-2.8
43	CCOc1cc(/C=N/NC(=O)COc2cccc(C)c2)ccc1OC(=O)c1cccs1	5	-42	-6	.	-3.6
44	C/C(=N\NC(=O)c1ccccc1)c1cc2cc([N+](=O)[O-])ccc2oc1=O	-14	0	1	103	0.3
45	Cc1oc(-c2ccc(Cl)cc2)nc1CN1CCCC(C(=O)NC2CC2)C1 (stereo not given)	4	-3	2	108	-4.5

cpd	IDE act	VIM-2 inhibitor	FID counter	PHOSPHO1 block
31	.	-2.5	-1	.
32	4	-2.2	0	1
33	-1	1.3	-9	-14
34	0	-0.9	-5	-4
35	1	-2.0	-24	24
36	8	.	.	26
37	5	12*	-1	32
38	-2	-2.7	-18	48
39	3	-3.0	-5	24
40	2	-1.7	7	44
41	7	-2.1	-6	-4
42	5	-3.4	5	0
43	0	-1.8	-17	14
44	6	-4.8	1	15
45	1	-2.1	14	7

# Ordered by molecular weight (falling): four of the compounds above
cpd	Structure	p-CIP stab down	UBC9 SUMO inh	NS3 helicase inh	MEKK3 PB1 HTS	IMP-1 inh
36	COc1cc(OC)c2ccc(=O)oc2c1C(CC(=O)N1CCCC1)c1ccc2c(c1)OCO2 (stereo not given)	-6	14	.	119	.
43	CCOc1cc(/C=N/NC(=O)COc2cccc(C)c2)ccc1OC(=O)c1cccs1	5	-42	-6	.	-3.6
42	O=C(Nc1ccc(-c2ccc([N+](=O)[O-])cc2)cc1)c1ccccc1F	0	6	7	93	-2.8
40	CN1CCC(N(C)S(=O)(=O)c2ccc(F)cc2F)CC1	2	-23	-3	98	-0.1

cpd	IDE act	VIM-2 inhibitor	FID counter	PHOSPHO1 block
36	8	.	.	26
43	0	-1.8	-17	14
42	5	-3.4	5	0
40	2	-1.7	7	44

# (continued)
cpd	Structure	p-CIP stab down	UBC9 SUMO inh	NS3 helicase inh	MEKK3 PB1 HTS	IMP-1 inh
46	Cn1[nH]c(=O)c(Cl)c(Cl)c1=O	0	16	0	89	0.5
47	Cc1n[nH]c(C)c1S(=O)(=O)N1CCCC(C(=O)Nc2nccs2)C1 (stereo not given)	-8	10	14	95	-2.0
48	Cn1cccc1CNCc1ccccc1Cl	-18	-25	3	106	-2.9
49	CCOc1ccccc1/C=C(\C#N)C1=CCCC1	7	-4	11	103	-2.3
50	CCC(c1nnnn1Cc1ccc2c(c1)OCO2)N1CCN(c2ccc(F)cc2)CC1 (stereo not given)	-2	13	2	.	-1.5
51	O=C(NCCCn1cccn1)C1CCC(=O)N(Cc2cccc(C(F)(F)F)c2)C1 (stereo not given)	-5	3	0	100	1.9
52	Cc1[nH]n(C(C)(C)C)c(=O)c1Sc1ccccc1	-11	11	2	93	-2.9
53	O=C(NNC(=O)c1ccccc1Br)c1ccccc1Cl	-8	9	-9	102	-2.1
54	Cc1ccc(NC(=S)NCCO)c(C)c1	-7	11	2	101	0.1
55	CCCCS(=O)(=O)N1C2=NC(C(=O)OC)=C(C(=O)OC)[C@@H]3N(C)c4ccc(OC)cc4[C@]23C[C@H]1C(=O)OC	-12	-5	.	93	.
56	O=C(CNC(=O)c1ccncc1)N/N=C/c1cccc([N+](=O)[O-])c1	5	10	11	100	-3.0
57	COc1ccc(NCC(=O)N/N=C/C=C\c2ccccc2)cc1	-16	-24	-3	98	-4.6

cpd	IDE act	VIM-2 inhibitor	FID counter	PHOSPHO1 block
46	1	-3.4	4	-8
47	4	-3.8	-8	0
48	2	-2.2	0	11
49	5	0.3	-14	4
50	-1	1.5	-14	7
51	-4	-1.0	-18	26
52	1	-2.3	-3	94*
53	3	-0.2	-4	36
54	-6	-2.6	2	-11
55	1	.	.	18
56	4	-2.1	4	-7
57	7	-4.0	-13	-24

# A portion of the library, so the mix of outcomes need not match the whole.
